Bioassay records (PubChem)
TROY NFkB inh = TROY signaling inhibition | hit rate 0.98% among 360,000 | inhibition, % at 10 µM | Q293 LMP1-TROYcd NF-kB luciferase reporter, 4 h;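 active = compounds whose plate-normalised and pattern-corrected inhibition of the luciferase reporter signal at the single screening dose is 50% or more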
TWEAK-Fn14 inh = inhibitors of TWEAK-Fn14 interaction signaling; TWEAK-stimulated Fn14 reporter cells, luciferase luminescence, 8 h; inhibition, % at 10 µM; hit rate 2% among 360,000; AID 1159606; in the data active = inhibition above about 50%
SRC3 inh = inhibits human SRC3 coactivator | Q9Y6Q9 | HEK293 GAL4-SRC3 luciferase reporter, luminescence | inhibition, % at 3.6 µM | hit rate 0.17% among 360,000;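 active = inhibition above a per-campaign cutoff, the mean of all compounds plus 3 SD, cut at about 60% in these data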;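 also: 0% = DMSO-treated cells and 100% = gossypol-treated cells at 36 µM; higher means less SRC3-driven luciferase light from the GAL4 reporter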
NCOA2 inhibitor = human SRC2 (NCOA2) inhibition; HEK293 GAL4-SRC2 luciferase reporter, luminescence; Q15596; inhibition, % at 9 µM; AID 651957; hit rate 0.17% among 370,000;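 active = inhibition above the mean inhibition of all tested compounds plus 3 SD, set per campaign, cut at about 52% in these data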;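 also: 0% = DMSO treated cells and 100% = cells given Gossypol at 36 µM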
Target sequence (Q15596 whole entry, looked up, the tested form may be a part): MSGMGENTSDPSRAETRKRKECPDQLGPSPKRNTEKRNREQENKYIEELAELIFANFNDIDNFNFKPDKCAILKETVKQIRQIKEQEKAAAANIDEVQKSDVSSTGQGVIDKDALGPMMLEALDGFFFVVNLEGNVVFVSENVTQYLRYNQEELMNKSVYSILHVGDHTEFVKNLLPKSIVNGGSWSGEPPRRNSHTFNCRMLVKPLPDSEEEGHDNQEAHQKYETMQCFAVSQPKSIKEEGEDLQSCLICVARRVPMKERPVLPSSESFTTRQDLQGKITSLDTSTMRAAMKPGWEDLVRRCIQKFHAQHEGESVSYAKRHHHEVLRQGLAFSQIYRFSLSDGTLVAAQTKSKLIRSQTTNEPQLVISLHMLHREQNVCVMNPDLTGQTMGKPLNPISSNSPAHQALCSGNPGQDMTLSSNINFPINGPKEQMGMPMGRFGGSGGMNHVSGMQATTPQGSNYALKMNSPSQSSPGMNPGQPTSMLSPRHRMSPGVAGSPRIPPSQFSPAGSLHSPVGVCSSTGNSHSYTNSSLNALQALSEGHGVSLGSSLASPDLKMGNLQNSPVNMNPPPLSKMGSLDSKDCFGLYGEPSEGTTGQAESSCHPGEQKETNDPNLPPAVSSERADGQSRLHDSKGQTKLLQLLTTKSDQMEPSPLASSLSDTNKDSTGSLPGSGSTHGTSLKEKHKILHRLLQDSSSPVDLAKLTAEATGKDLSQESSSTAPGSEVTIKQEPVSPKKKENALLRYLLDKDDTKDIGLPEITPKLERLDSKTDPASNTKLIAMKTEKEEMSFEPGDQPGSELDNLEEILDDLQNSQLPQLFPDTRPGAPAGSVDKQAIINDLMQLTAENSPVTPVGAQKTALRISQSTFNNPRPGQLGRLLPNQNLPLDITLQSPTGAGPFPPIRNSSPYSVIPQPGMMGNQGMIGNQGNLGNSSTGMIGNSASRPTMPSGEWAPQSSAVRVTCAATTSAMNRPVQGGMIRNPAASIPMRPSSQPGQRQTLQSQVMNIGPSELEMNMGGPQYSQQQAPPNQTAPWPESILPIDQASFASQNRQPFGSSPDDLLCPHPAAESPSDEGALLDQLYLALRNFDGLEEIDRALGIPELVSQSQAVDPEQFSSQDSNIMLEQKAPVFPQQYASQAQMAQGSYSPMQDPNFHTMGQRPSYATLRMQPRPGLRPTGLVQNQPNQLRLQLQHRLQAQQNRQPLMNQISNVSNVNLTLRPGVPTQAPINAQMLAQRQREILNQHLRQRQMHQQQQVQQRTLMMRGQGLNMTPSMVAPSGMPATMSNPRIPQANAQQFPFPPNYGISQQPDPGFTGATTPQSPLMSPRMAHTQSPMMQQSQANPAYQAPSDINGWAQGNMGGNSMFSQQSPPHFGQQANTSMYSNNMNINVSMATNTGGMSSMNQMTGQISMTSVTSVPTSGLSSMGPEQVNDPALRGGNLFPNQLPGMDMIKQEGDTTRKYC
C8 TRAIL sens = caspase-8 TRAIL sensitization. NB7+C8 cells + TRAIL, ATPlite viability luminescence. inhibition (viability loss, TRAIL sensitization), % at 10 µM. hit rate 1% among 360,000;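 active = compounds causing at least 50% loss of cell viability in the single-dose screen, relative to plate controls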
NCOA1 inh = inhibitors of human steroid receptor coactivator 1 (SRC1). AID 588354. hit rate 0.12% among 360,000. Q15788. HEK293 GAL4-SRC1 luciferase reporter, luminescence. inhibition, % at 3.6 µM;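 active = inhibition above the campaign mean plus 3 SD, with each screening campaign given its own cutoff, cut at about 60% in these data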;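 also: 0% = DMSO treated cells and 100% = gossypol at 36 µM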
LMP1 NFkB inh = inhibitors of Epstein-Barr LMP1-induced NF-kappaB reporter. LMP1-induced NF-kappaB luciferase reporter cells, luminescence. inhibition, % at 12.5 µM. hit rate 0.69% among 350,000; in the data active = inhibition above about 41%;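 also: 0% = neutral control wells and 100% = reference inhibitor control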
TLR9-MyD88 block = inhibitors of human TLR9-MyD88 binding; Q9NR96+Q99836; CHO BLA complementation TLR9-MyD88, CCF4 FRET ratio; inhibition, % at 4.98 µM; hit rate 0.21% among 340,000; AID 504734;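 active = inhibition above the mean over all tested compounds plus 3 SD, cut at about 21% in these data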;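 also: 0% = DMSO only wells and 100% = clavulanate BLA inhibitor control wells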
LRH-1 inv ag = NR5A2 inverse agonism in reporter assay; O00482; HEK293T StAR-luciferase reporter, LRH-1 transfected, 24 h; inhibition, % at 3.6 µM; hit rate 0.13% among 360,000; AID 602396;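 active = inhibition above the mean inhibition of all tested compounds plus 3 SD, cut at about 73% in these data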;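 also: 0% = DMSO wells and 100% = reporter-only cells lacking LRH-1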
NOD2-RIPK2 inh = blocks binding of human NOD2 to RIPK2; O43353; CHO BLA complementation NOD2-RIPK2, CCF4 ratio; inhibition, % at 4.98 µM; hit rate 0.38% among 360,000; in the data active = inhibition above about 21%;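 also: 0% = vehicle only and 100% = reference blocker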
COUP-TFII inh = inhibitors of human COUP-TFII (NR2F2) | P24468 | HEK293T NGFI-A luciferase reporter, luminescence | inhibition, % at 8.6 µM | hit rate 0.7% among 370,000;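 active = inhibition above a per-plate cutoff, mean inhibition of test wells between control levels plus 3 SD, cut at about 38% in these data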;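 also: cells cotransfected with COUP-TFII expression vector driving the NGFI-A reporter; 0% = median of COUP-TF2 test wells and 100% = reporter-only cells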
Starred values were filed as active, the others as inactive; · = no result given. The list is partial; count on the stated rates, not on these rows.

Fields – COUP-TFII inh	NCOA1 inh	NCOA2 inhibitor	TROY NFkB inh	TLR9-MyD88 block	LMP1 NFkB inh	LRH-1 inv ag	NOD2-RIPK2 inh	TWEAK-Fn14 inh	C8 TRAIL sens	SRC3 inh
- Nc1ncnc2c1ncn2[C@H]1CC[C@@H](CO)O1
  -1	-134	-1	-17	-3	-8	-3	-2	-3	4	-10
- Cc1cc(F)ccc1NC(=O)C(C)n1c2ccccc2c2nc(=O)cc(C)n21 (stereo unspecified)
  -6	-5	10	8	-5	-5	-1	1	6	-18	-1
- O=C(O)CCCC(=O)Nc1ccccc1C(=O)O
  6	-6	-8	3	-4	-23	-14	6	-7	12	8
- C#CC(CC)(CC)NC(=O)/C=C/C(=O)O
  6	-9	11	7	6	1	16	-7	6	-17	17
- Cn1c(N)c(S(=O)(=O)NCc2ccc(F)cc2)c(=O)n(C)c1=O
  -10	3	1	-13	-2	-1	8	-2	-1	-1	-4
- Cc1ccc(S(=O)(=O)CCC(=O)OCC(=O)c2cc(C)n(C)c2C)cc1
  -53	-12	8	6	-4	1	2	-9	6	-3	1
- CC(C)NC(=O)c1cc(C2CCCCN2C(=O)c2ccc(Cl)cc2)on1 (stereo unspecified)
  5	-1	18	2	·	·	-8	-13	-46	-9	2
- Cc1cc(C)c(C(=O)COc2cccnc2[N+](=O)[O-])cc1C
  22	-2	0	22	-3	-3	-1	-2	10	2	10
- CN(Cc1ccccc1)c1ccc(S(=O)(=O)N2CCOCC2)cn1
  7	-9	6	-7	2	-3	0	-9	10	-5	14
- N#Cc1cccc(NC(=O)c2ccc(S(=O)(=O)N3CCOCC3)cc2)c1
  -10	0	16	17	-6	-9	-15	-4	10	-2	1
- COc1ccc(-c2[nH]ncc2CN2CCC(C(=O)c3ccc(F)cc3)CC2)cc1
  -7	-12	-5	8	-9	4	5	-4	-11	-8	15
- COc1ccc(C(C)=O)c2c1OCCO2
  7	3	-13	8	-10	4	3	-10	4	1	26
- COc1ccc(-c2noc(CNC(=O)c3ccc4c(c3)OCO4)n2)cc1
  7	9	-12	-5	1	0	3	1	39	-14	-2
- Cc1csc(=O)n1CC(=O)OCC(=O)Nc1cc(Cl)ccc1[N+](=O)[O-]
  5	-28	-10	-12	-16	2	26	-5	16	5	7
- O=C(COc1ccc(Br)cc1)Nc1ccc(NC(=O)c2ccccc2)cc1
  8	-11	7	1	-11	-2	2	3	0	6	2
- O=C(Nc1ccc(Cl)cc1)C1c2cccc[n+]2CC(=O)N1Cc1ccc2c(c1)OCO2 (stereo unspecified)
  -17	-18	-15	-7	-9	-1	-19	-11	-3	-4	12
- CCOc1ccc(-c2ccc(SCC(=O)N3CCOCC3)nn2)cc1
  -45	-35	-20	-31	-6	10	-30	-3	-29	51*	-39
- NC(Cc1ccc(F)cc1)c1csc(NC(=O)NC(c2ccccc2)c2ccccc2)n1 (stereo unspecified)
  5	6	13	23	·	·	-14	5	12	38	4
- O=C1Cc2ccccc2Sc2cc(OCCCN3CCCCC3)ccc21
  4	5	-21	-18	-11	-14	4	2	-7	-1	13
- COc1ccc(CN(C)C(=O)COC(=O)c2cnc(Cl)c(Cl)c2)cc1
  -8	-30	-9	38	0	10	5	2	-14	-6	22
- CCn1c(=O)c([N+](=O)[O-])c(NCCc2ccc(OC)c(OC)c2)c2ccccc21
  8	7	2	-12	-12	12	-3	-10	-2	7	1
- CC(C)(C)N=C1NN=C(c2ccc(S(=O)(=O)N3CCCCC3)cc2)CS1
  15	1	-18	-11	-6	5	-12	-4	10	-5	-21
- C[n+]1c2n(c3ccccc31)N=C(c1cc(C(C)(C)C)c(O)c(C(C)(C)C)c1)CS2
  81*	7	9	57*	11	45*	79*	3	88*	42	60
- COc1ccc(S(=O)(=O)NC(C)C(=O)Nc2cccc(C(C)=O)c2)cc1 (stereo unspecified)
  -8	-3	3	-9	-3	-8	-24	-10	8	-5	-10
- O=C(c1ccsc1)N1CCCC(N2CCN(c3ccccc3F)CC2)C1 (stereo unspecified)
  -9	-8	-3	-9	-1	-2	-12	-4	95*	-17	9
- Cc1ccc(C(=O)OC(C)C(=O)NCc2ccc3c(c2)OCO3)cc1S(=O)(=O)N1CCOCC1 (stereo unspecified)
  6	2	-5	-10	-11	0	12	-3	-16	-3	12
- CCOc1cc(C(=O)Oc2cc(C)[nH]c(=O)c2[N+](=O)[O-])cc(OCC)c1OCC
  0	3	-15	-1	-2	-3	-12	-5	-9	-6	8
- COc1ccc(OCC(=O)Nc2ccc(S(=O)(=O)N3CCCCC3)cc2)cc1
  0	-27	-5	6	-6	-4	3	0	-6	-4	-9
- CC1CCC(=NNS(=O)(=O)c2ccc([N+](=O)[O-])cc2)CC1 (stereo unspecified)
  1	-2	5	-5	-4	-1	9	5	13	-5	-19
- CC(C)C(=O)Nc1nnc(S(=O)(=O)N2CCCCCC2)s1
  12	4	5	-1	-3	-6	-1	-3	8	4	-2

New compounds follow.
Fields – COUP-TFII inh	NCOA1 inh	NCOA2 inhibitor	TROY NFkB inh	TLR9-MyD88 block	LMP1 NFkB inh	LRH-1 inv ag	NOD2-RIPK2 inh	TWEAK-Fn14 inh	C8 TRAIL sens	SRC3 inh
- O=C(O)c1cnn2cc(-c3[nH]ncc3[N+](=O)[O-])cnc12
  -14	-69	0	6	-2	0	12	10	0	11	25
- COC(=O)C1C(O)CCC2CN3CCc4c([nH]c5ccccc45)C3CC21 (stereo unspecified)
  7	-4	-11	-14	2	-4	28	-7	7	3	-6
- CCCN(CCC)S(=O)(=O)c1cccc(-c2csc(C)n2)c1
  30	3	7	-7	1	3	5	-8	7	-3	11
- CCCN1C(=O)CC(Sc2ncccc2C(=O)O)C1=O (stereo unspecified)
  14	-5	6	1	-5	0	1	-7	-3	8	17
- Nc1nonc1-n1nnc(C(=O)N/N=C/c2ccco2)c1-c1ccccc1
  6	1	-5	18	-5	-8	13	6	23	2	5
- N#Cc1cc(-c2ccccc2)oc1/N=C/c1ccccc1O
  2	-34	-16	-17	5	2	-2	-3	1	-2	8
- O=c1[nH]c2cc(C(F)(F)F)ccc2n1-c1cc(C(F)(F)F)ccc1O
  7	6	14	14	-2	-10	11	2	20	10	5
- Cc1cc(C)c(C#N)c(SCC(=O)NC2CC2)n1
  17	11	1	-6	1	4	11	4	4	2	4
- CC1C/C(=N/Nc2ccc([N+](=O)[O-])cc2[N+](=O)[O-])CC(C)(C)C1 (stereo unspecified)
  6	1	12	11	-8	-6	11	3	1	11	-11
- COc1ccc(NC(=O)Cn2nnc(-c3ccccc3NC(=O)C3CC3)n2)cc1
  6	4	3	-2	6	4	14	7	20	4	10
- COc1ccc(S(=O)(=O)Nc2ccc3c(c2)C(=O)N([C@H](C)CO)C[C@H](C)[C@@H](CN(C)C(=O)Nc2ccc4c(c2)OCO4)O3)cc1
  -7	-11	-4	20	1	0	16	-2	8	-5	-6
- Cc1cccc(NC(=O)Cn2cnc3c(oc4ccccc43)c2=O)c1C
  -16	6	-5	-24	-13	2	13	-5	-23	-1	-1
- O=C(Nc1nc(-c2ccco2)c(-c2ccco2)s1)c1c(F)cccc1Cl
  8	-22	-4	1	-5	2	5	3	3	-16	-13
- CC(C)c1onc(C(=O)Nc2cccc(O)c2)c1[N+](=O)[O-]
  7	-6	-18	-27	-4	8	-2	7	-16	-1	-10
- CCOC(=O)C1=CC[C@@H](c2ccccc2)N(S(=O)(=O)c2ccc(C)cc2)[C@H]1/C=C/c1ccccc1
  4	11	-13	10	·	·	7	5	8	13	11
- CCc1cc(CNC(=O)CC2C(=O)NCCN2Cc2cccc(OC)c2)on1 (stereo unspecified)
  -1	9	5	3	1	3	7	-9	5	-5	2
- Nc1nnnn1/N=C/c1ccccc1Cl
  -15	-18	-10	-6	-6	-4	-11	5	-6	12	5
- CCc1ccc(/C=C2\SC(=S)N(CCCC(=O)Nc3ccc(C(=O)O)cc3)C2=O)cc1
  -7	-2	0	12	4	37	2	-1	-27	11	0
- Cc1ccccc1Cn1c(C)c(C(=O)NCc2ccc(Cl)c(Cl)c2)sc1=O
  12	-11	-13	6	·	·	-22	4	-11	-13	4
- C/C(=C\C(=O)c1ccc(Br)cc1)NCc1ccc(C)cc1
  -7	-19	-19	3	-5	-1	0	-4	5	0	-18
- CC1=C(C(=O)OCC(C)C)C23C(=O)c4ccccc4C2(O1)OC(N)=C3C#N (stereo unspecified)
  20	-4	7	19	1	-16	5	-6	-6	-19	14
- COCc1c(C(=O)N2CCN(Cc3nc4ccccc4s3)CC2)oc2ccccc12
  1	-8	10	24	3	-9	8	1	-1	10	-13
- Cc1ccnc(NC(=O)CCCOc2ccccc2)c1
  -1	4	-7	-46	7	4	-2	2	3	-11	9
- CC(=O)n1nc(-c2ccccc2)cc1-c1ccccc1
  -36	-76	-43	-40	-10	-38	-114	1	13	23	-71
- Cc1cc2c(=O)n(C)c(SCC(=O)Nc3cccc(F)c3)nc2s1
  2	-3	-8	10	0	0	-21	-1	5	-7	11
- CC(=O)NC12CC3CC(C1)CC(C(=O)OCC(=O)Nc1ncc(Cl)c(C)c1Cl)(C3)C2
  20	-7	1	1	-4	-11	0	2	3	-14	10
- Cc1cc2c3c([nH]c2cc1S(=O)(=O)NCc1ccc(CN2CCCCCC2)o1)CC(C)(C)CC3=O
  -12	0	-17	-21	-3	0	-14	-1	19	-3	-4
- COc1ccc(C)cc1NC(=O)c1ccc(NS(=O)(=O)c2cccc3cccnc23)cc1
  14	17	-7	-2	7	6	13	7	-12	-6	17
- Cc1c(C(=O)N2CCCCCC2)c(S(=O)(=O)NCc2ccccc2Cl)c(C)n1C
  3	13	3	-4	8	6	-9	-2	0	-21	12
- CC(NC(=O)CN1CCC(C(N)=O)CC1)c1ccccc1 (stereo unspecified)
  -19	-7	9	-6	-7	-4	-15	-6	14	-4	3

A second format for part of the listing above.
canonical_smiles	COUP-TFII inh	NCOA1 inh	NCOA2 inhibitor	TROY NFkB inh	TLR9-MyD88 block	LMP1 NFkB inh	LRH-1 inv ag	NOD2-RIPK2 inh	TWEAK-Fn14 inh	C8 TRAIL sens	SRC3 inh
COC(=O)C1C(O)CCC2CN3CCc4c([nH]c5ccccc45)C3CC21 (stereo unspecified)	7	-4	-11	-14	2	-4	28	-7	7	3	-6
CCCN(CCC)S(=O)(=O)c1cccc(-c2csc(C)n2)c1	30	3	7	-7	1	3	5	-8	7	-3	11

More records follow.
Fields – COUP-TFII inh	NCOA1 inh	NCOA2 inhibitor	TROY NFkB inh	TLR9-MyD88 block	LMP1 NFkB inh	LRH-1 inv ag	NOD2-RIPK2 inh	TWEAK-Fn14 inh	C8 TRAIL sens	SRC3 inh
- CCN(CC)S(=O)(=O)c1ccc2c(c1)nc(CCC(=O)OCC(=O)N1CCc3ccccc31)n2C
  3	-8	-10	5	3	-6	8	-9	3	-7	-4
- CCOc1ccc2nc(SCC(=O)NC3CCCCC3)[nH]c2c1
  3	0	10	5	13	3	23	0	31	-18	4
- O=S1(=O)CCOC[C@H](Cc2ccccc2)N1Cc1ccc(Cl)cc1
  9	-3	-18	-14	4	-3	27	4	5	-14	8
- CC(=O)c1ccc(N2CCN(c3ncc(C(F)(F)F)cc3Cl)CC2)cc1
  3	-8	-2	-6	2	8	-10	9	5	-1	0
- CN(/N=C/c1cc([N+](=O)[O-])ccc1O)c1ccccc1
  7	-38	-51	-50	-1	-8	-7	-2	-55	8	-31
- CC(=O)c1cccc(NC(=O)CN2C(=O)NC(C)(c3ccc4c(c3)OCCCO4)C2=O)c1 (stereo unspecified)
  6	-12	-5	-3	-3	-1	-10	-5	-3	-6	-4
